# Source: PubChem BioAssay (National Center for Advancing Translational Sciences (NCATS))
# AmpC det inh: AmpC beta-lactamase inhibition, detergent assay | purified AmpC, nitrocefin hydrolysis with detergent | 0.09% of 71,000 active | AID 584 | Potency, µM (top dose mostly 28.7 µM), for the others: top-dose activity change, negative = inhibition; active = well fitted curve in the direction sought with a large enough effect
# Target sequence (P00811 whole entry, looked up): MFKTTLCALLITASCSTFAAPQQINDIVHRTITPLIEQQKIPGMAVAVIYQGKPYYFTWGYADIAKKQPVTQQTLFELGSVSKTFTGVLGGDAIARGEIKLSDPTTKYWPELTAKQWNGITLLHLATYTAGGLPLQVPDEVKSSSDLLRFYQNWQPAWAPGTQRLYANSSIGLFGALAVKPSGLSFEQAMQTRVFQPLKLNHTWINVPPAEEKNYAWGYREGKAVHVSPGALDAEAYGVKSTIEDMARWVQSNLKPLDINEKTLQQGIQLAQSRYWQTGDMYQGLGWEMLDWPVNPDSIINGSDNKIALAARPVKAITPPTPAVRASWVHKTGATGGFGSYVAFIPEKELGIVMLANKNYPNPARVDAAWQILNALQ
#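 E. coli AmpC (5.3 nM) in 20 mM phosphate pH 7.0 with 0.01% Triton X-100, preincubated 15 min RT with compound; nitrocefin (2 uL of 800 uM stock) hydrolysis followed by 480 nm absorbance every 20 s over 4 min.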
# * hit, by the source's call; & = joins results of further samples; [ ] = remark or other dose. % is scaled to controls: 0 for no effect and ±100 for the full control effect; potency is read from the fitted curve at half-maximal effect.
SMILES,AmpC det inh
O=c1cc(-c2ccc(O)cc2)oc2cc(O)cc(O)c12,5.9%
CC1CCCCN1S(=O)(=O)c1ccc2c(c1)CCN2C(=O)C1CCC1 (centres undefined),-6.0%
COc1ccccc1-c1cncnc1NCc1cccc(C)c1,5.3%
Cc1ccc(SC(C)c2nc(-c3ccncc3)no2)cc1 (centres undefined),-2.7%
N#C/C(=C\NC(=S)c1ccncc1)c1nc2ccccc2s1,-1.2%[5.75 µM]
O=C(Cn1c(=O)oc2cc(S(=O)(=O)N3CCCCCC3)ccc21)NC1CCCCCCC1,9.3%
CNC(=O)Oc1cccc2ccccc12,-2.1%
O=C(NCCc1ccccc1)C1CCN(S(=O)(=O)N2CCC3(CC2)OCCO3)CC1,2.5%
O=C1CSC(c2ccccn2)N1Cc1cn2ccccc2n1 (centres undefined),0.7%
O=C(CCc1ccccc1)n1nc(-c2ccccc2)nc1NCc1ccco1,-0.3%
C[C@H](CCC(=O)O)[C@H]1CC[C@H]2[C@@H]3CC[C@@H]4C[C@H](O)CC[C@]4(C)[C@H]3CC[C@]12C,5.2%
CC1CCCCN1CCNC(=O)C1CCN(S(=O)(=O)N2CCCCC2)CC1 (centres undefined),-0.5%
CCC(=O)N1CCc2cc(S(=O)(=O)CCC(=O)O)ccc21,6.3%
CC(C)(C)C(=O)CSc1nccc(=O)[nH]1,-2.3%
CN(C)C1=NP(N(C)C)(N(C)C)=NC(c2ccccc2)=N1,-3.4%
Cc1ccc(NCc2nnc(SCC(=O)c3ccccc3)o2)c(C)c1,-3.2%
COc1ccc(CCN2C(=NC(=O)CCC(=O)O)SC3CS(=O)(=O)CC32)cc1OC (centres undefined),-4.8%
COc1ccccc1N1CCN(c2cc(=O)n(-c3ccccc3Cl)c(=O)[nH]2)CC1,-3.6%
CCOc1ccc(OCC(=O)N2CCOCC2)cc1,-7.7%
O=C(Nc1ccccc1)Nc1ccccc1,8.9%
CCCCC(c1nnnn1Cc1ccco1)N1CCN(C(=O)c2ccco2)CC1 (centres undefined),33.4%
COc1ccc(Cc2nnc(NC(=O)c3c(-c4ccccc4)noc3C)s2)cc1,-3.9%
Cc1ccnc(SCCn2c(N3CC(C)CC(C)C3)nc3c2c(=O)n(C)c(=O)n3C)n1 (centres undefined),4.7%
CCC(CC)c1nc(NCCC(=O)O)c2ccccc2n1,-0.9%
O=C(CCS(=O)(=O)Cc1ccccc1F)NCCCN1CCCCC1,-0.9%
# Additional records:
SMILES,AmpC det inh
Cc1cccc(N(C)S(=O)(=O)c2ccc3c(c2)CCC(=O)N3)c1,1.4%
O=C(CNCC1CCCO1)Nc1ccc(N2CCCCCC2)cc1 (centres undefined),20.9%
CC(C)OC(=O)CCC1(C(=O)O)CCC(=O)NC1 (centres undefined),-0.1%
CC(=O)c1ccccc1NS(=O)(=O)c1c(C)nn(-c2ccccc2)c1C,-3.4%
Cc1ccc(N)cc1Cl,9.3%
Cc1ccc(C)c(-n2c(Cc3cc(=O)[nH]c(=O)[nH]3)nnc2SC(C)C)c1,13.4%
CCNc1ncc2nc(-c3cn(C)c4ccccc34)c(=O)n(C)c2n1,-7.2%
C/C(=N\O)C(C)/[N+]([O-])=C/c1nc(C)c(C)n1O (centres undefined),0.2%
CCC(=O)N(Cc1cc2c(C)ccc(C)c2[nH]c1=O)C1CCCCC1,8.3%
O=C(Nc1cccc(F)c1)N1CC2(CCN(S(=O)(=O)c3ccccc3)CC2)C1,-2.3%
O=c1[nH]c2cc(Cl)ccc2n1-c1ccccc1,-0.3%
O=C(c1ccc(F)cc1)C1CCN(CCn2c(=S)[nH]c3ccccc3c2=O)CC1,-2.9%
Nc1cc(-c2ccco2)no1,-3.3%
C[C@H](NC(=O)NCCc1ccccc1)C(=O)O,13.2%
Cn1c(=O)c2c(nc(CN3CCC(C(N)=O)CC3)n2Cc2c(F)cccc2Cl)n(C)c1=O,12.3%
CCOC(=O)N1CCN(C(=O)CSCC(=O)Nc2nc(-c3ccc(Cl)s3)cs2)CC1,2.3%
CCOC(=O)c1ccc(NC(=O)C2CCCO2)cc1 (centres undefined),-0.3%
O=C(c1cc(-c2ccc(O)cc2)on1)N1CCCc2ccccc21,8.2%
O=C(NCN1CCc2ccccc2C1)c1cnccn1,-0.5%
O=C(CN(C1CCCCC1)S(=O)(=O)c1ccc(F)cc1)NCCCO,-1.3%
O=C(c1coc2ccc(O)cc12)C1CC1,-1.9%
CC(C)C#N,10.5%
CCCc1nc(-c2cc3ccc(C)cc3[nH]c2=O)no1,18.8%
Cc1cccc(N2C(=O)CC(Sc3nc(C)c4c(n3)CCCC4)C2=O)c1 (centres undefined),2.7%
COc1ccccc1CN1CCCC2(CCN(S(C)(=O)=O)CC2)C1,-0.2%

# Filtered by structure: the compounds so far with a cyano group
SMILES,AmpC det inh
N#C/C(=C\NC(=S)c1ccncc1)c1nc2ccccc2s1,-1.2%[5.75 µM]
CC(C)C#N,10.5%

# Reformatted bar-delimited: part of the list above.
compound | AmpC det inh
CC(C)OC(=O)CCC1(C(=O)O)CCC(=O)NC1 (centres undefined) | -0.1%
CC(=O)c1ccccc1NS(=O)(=O)c1c(C)nn(-c2ccccc2)c1C | -3.4%
Cc1ccc(N)cc1Cl | 9.3%

# (continued)
SMILES,AmpC det inh
COc1ccccc1C1C(C(C)=O)=C(O)C(=O)N1CCc1ccccc1 (centres undefined),-4.2%
OCCNc1ccc(Cl)cc1,-5.3%
O=C(CCC(=O)N1CCc2ccccc21)N1CCc2ccccc21,-3.1%
Cc1ccc(-n2nnc3c(=O)n(Cc4cccc(C)c4)cnc32)cc1,9.2%
Cn1c(SCC(=O)NC(C)(C)C)nnc1-c1ccc(C(C)(C)C)cc1,0.2%
CCN1CCN(c2nc(-c3cccnc3)nc3ccccc23)CC1,-2.2%
O=S1(=O)N=C(SCCO)c2ccccc21,10.1%
CCC(C)(C)NC(=O)C(c1cccn1C)N(Cc1ccccc1)C(=O)Cn1nnc2ccccc21 (centres undefined),13.2%
CCC(=O)N1CCCc2cc(S(=O)(=O)N3CCC(N4CCCCC4)CC3)ccc21,1.4%
Cn1c(=O)oc2cc(S(=O)(=O)NC3CCCc4ccccc43)ccc21 (centres undefined),11.5%
Cc1cc(C)nc(SCc2nnc(SCC(=O)N3CCCc4ccccc43)o2)n1,-0.8%
CN(Cc1ccccc1)c1nnc(N)s1,25.9%
CCC1CCCCN1P(=O)(c1ccc(C)o1)C(C)(C)C (centres undefined),11.8%
COc1ccc(-c2nnc(-c3cccnc3)o2)cc1OC,-1.6%
Fc1ccc2[nH]c3c(N4CCN(C5CCCCC5)CC4)ncnc3c2c1,-7.4%
Cc1ccccc1-c1nc(CN2CCC(C(=O)NCC3CCCO3)CC2)c(C)o1 (centres undefined),-0.7%
CCOc1ccc(CCNC(=O)C2CCCN(c3nnc(-n4cccc4)s3)C2)cc1OCC (centres undefined),7.8%
Cc1csc(NC(=O)CCN2C(=O)c3ccccc3S2(=O)=O)n1,-1.1%
CC(=O)Nc1sc(C)c(C)c1CN1CCN(S(=O)(=O)c2ccccc2)CC1,-2.7%
COC(=O)c1oc2ccc(Br)cc2c1NC(=O)CCN1CCOCC1,7.3%
Cc1cc(S(=O)(=O)N2CCN(c3ccccc3C)CC2)ccc1F,-2.2%
Cc1ccc(S(=O)(=O)N2CCOCC2)cc1C(=O)Nc1ccc(-c2cn3ccsc3n2)cc1,-1.2%
C=CCn1c(SC(C)C(=O)NCc2ccc3c(c2)OCO3)nnc1C1CCCCC1 (centres undefined),-2.1%
O=C1c2ccccc2-c2ccc(C(=O)N3CCOCC3)cc21,12.0%
CCOC(=O)Cn1c(N2CCOCC2)nc2c1c(=O)[nH]c(=O)n2C,-1.3%
# (further entries)
SMILES,AmpC det inh
CCC(C)(C)n1nnnc1C(c1cccs1)N1CCN(Cc2ccccc2)CC1 (centres undefined),0.3%
Cc1ccc(-n2cc(C(C)(C)C)[nH]c2=S)cc1,-2.6%
O=C(O)c1cc[c]([Hg][S]c2ncnc3nc[nH]c23)cc1,-7.2%[5.75 µM]
Nc1nnc(-c2ccccc2)c(-c2ccccc2)n1,-3.7%
CCOC(=O)c1c(NC(=O)c2nc3n(n2)C(C(F)F)CC(C)N3)sc2c1CCCC2 (centres undefined),-2.9%
Fc1ccc(-c2nnc(SCc3ncc(-c4ccccc4)o3)n2CC2CCCO2)cc1 (centres undefined),-1.1%
Cc1cc(-c2ccccc2)n2ncc(C#N)c2n1,13.1%
O=C(CSc1nc2ccccc2n1-c1ccccc1)NCC1CCCO1 (centres undefined),-3.8%
O=C1N(Cc2ccccc2)CCCC12CCCN(Cc1ccccc1)C2=O,-1.0%
Cc1cc(C)n(-c2nc(NC(C)C)nc(NC(C)C)n2)n1,-1.3%
CCn1c(SCC(=O)N2CCOCC2)nnc1-c1cccs1,-3.3%
Cc1ccc(C(=O)CSc2nnc(-c3cccs3)n2C)o1,12.8%
Cc1c(NC2=NC3(CCCCC3)Cc3ccccc32)c(=O)n(-c2ccccc2)n1C,-1.8%
CCOC(=O)C(C)Sc1nc(-c2ccco2)cc(C(F)(F)F)c1C#N (centres undefined),8.5%
COc1ccc(NC(=O)CN(c2ccccc2)S(=O)(=O)N(C)C)cc1OC,-4.0%
COc1ccc(NC(=O)COn2nnc3ccc(Cl)cc32)cc1OC,1.7%
CCC(C)C(=O)Nc1cc(C(=O)OC)cc(C(=O)OC)c1 (centres undefined),7.6%
CC(=O)N1CCN(c2ccc(NCc3ccccc3)cc2)CC1,2.0%
CCOC(=O)N1CCN(C(=O)CSCC(=O)Nc2nc(-c3ccc4c(c3)OCO4)cs2)CC1,-2.1%
CC1CCN(S(=O)(=O)c2ccc3c(c2)oc(=O)n3CC(=O)NCc2ccc3c(c2)OCO3)CC1,4.1%
CCOC(=O)N1CCN(C(=O)c2ccc3c(=O)n4c(nc3c2)CCCCC4)CC1,5.3%
CN(C(=O)c1ccc(Cl)c(S(=O)(=O)N2CCOCC2)c1)c1ccccc1C(=O)O,10.4%
Cc1ccc2[nH]c(=O)c(CN(CCCN3CCOCC3)Cc3nnnn3C3CCCC3)cc2c1,-1.1%
O=C(Cn1nc(C(=O)O)c2ccccc2c1=O)NCC1CCCO1 (centres undefined),11.0%
CCOC(=O)C1=C(C)N=C2SC(CC)C(=O)N2C1c1ccc(OC(C)=O)c(OCC)c1 (centres undefined),-2.2%
# New compounds follow
SMILES,AmpC det inh
Cc1noc(/C=C/c2ccco2)c1S(=O)(=O)N1CCC(C(=O)N(C)Cc2ccccc2)CC1,-4.1%
Clc1ccc(OCCCn2cncn2)cc1Cl,-4.1%
COc1ccc(C(=O)N2CCC[C@@]3(CCN(c4ccccc4)C3)C2)cc1,3.1%
O=S(=O)(c1ccccc1)c1nc(Nc2ccccc2N2CCOCC2)sc1Cl,-4.5%
Cc1ccccc1-n1nc2c(c1NC(=O)c1ccc(S(=O)(=O)N(C)C)cc1)CSC2,-2.3%
O=C(CC1NC(=O)NC1=O)NC1(C(=O)NC2CCCCC2)CCCCC1 (centres undefined),-3.4%
O=C(NCC(=O)N(CCc1ccccc1)C(C(=O)NC1CCCCC1)c1ccncc1)c1ccco1 (centres undefined),8.0%
Cc1ccc2oc(=O)c3cnn(CC(=O)NCCN4CCOCC4)c3c2c1,9.1%
COc1nc(N2CCCCCC2)nc(N2CCCCCC2)n1,-0.7%
O=C1OC(=O)[C@@H]2[C@@H]1[C@@H]1CC[C@H]2O1,11.6%&-4.0%
CCOC(=O)c1ccc(NC(=O)Nc2ccc(S(N)(=O)=O)cc2)cc1,-4.3%
O=S(=O)(c1ccc(-c2csc(-c3cccnc3)n2)cc1)N1CCCCC1,-3.1%
COc1ccc(-c2c(=O)n(OCc3ccccn3)c3ccccc3[n+]2[O-])cc1OC,-6.5%
CCOC(=O)c1c(C)c(C(=O)NC(C)COC)c(C)n1C (centres undefined),0.7%
Cc1nc2ncnn2c(C)c1CCC(=O)Nc1csc(N)n1,-3.2%
COc1ccc(-n2nc3c(c2NC(=O)c2c(-c4ccccc4Cl)noc2C)CS(=O)(=O)C3)cc1,-4.7%
CCCCOC(=O)Nc1nnc(CCOCC)s1,-5.9%
CC1CCCN(S(=O)(=O)c2ccc(S(=O)(=O)N3CCCN(Cc4ccccc4)C3)cc2)C1 (centres undefined),11.8%
CN(C)S(=O)(=O)c1cccc(C(=O)NCc2ccco2)c1,18.1%
COc1ccc(NC(=O)Cn2nc(C(F)(F)F)c3c2CCCC3)c(OC)c1,-6.9%
COc1cccc(-n2c(Cc3cc(=O)[nH]c(=O)[nH]3)nnc2SCc2cccnc2)c1,13.6%
NCCCCCc1nnc(SCC(=O)Nc2cccc(Cl)c2)o1,2.3%
CCCSC1=N/C(=C\C=C\c2ccco2)C(=O)S1,-10.7%
COCCn1nnnc1C(C(C)C)N(Cc1cccnc1)Cc1cc2cc(OC)ccc2[nH]c1=O (centres undefined),16.5%
CCn1c(=O)cc(SCC(=O)NCc2cccnc2)c2ccccc21,-4.0%
COc1ccc(N=C2SCC(=O)N2c2ccc(OC)cc2)cc1,-3.4%
CCOc1ccc(NC(=O)Nc2ccc3nccnc3c2)cc1,6.7%
CC1CCCN(CCCNC(=O)c2coc3nc4ccccc4nc23)C1 (centres undefined),-0.2%
Cn1c(=O)c2c(nc(NCCc3ccccc3)n2CC(=O)NCCc2ccccc2)n(C)c1=O,-4.7%
Nc1ccc(N2CCOCC2)c(Cl)c1,-0.1%

# By substructure: the compounds so far containing a tert-butyl group
SMILES,AmpC det inh
CC(C)(C)C(=O)CSc1nccc(=O)[nH]1,-2.3%
Cn1c(SCC(=O)NC(C)(C)C)nnc1-c1ccc(C(C)(C)C)cc1,0.2%
CCC1CCCCN1P(=O)(c1ccc(C)o1)C(C)(C)C (centres undefined),11.8%
Cc1ccc(-n2cc(C(C)(C)C)[nH]c2=S)cc1,-2.6%

# A portion of the library; rates above refer to the full screens.
